Growth percent in the NCI-60 one-dose screen (48 h, 10 µM unless noted): 100 = growth as untreated, 0 = no growth, -100 = all killed.
SK-MEL-28: SK-MEL-28 melanoma; AID 1794761; 4.1% of 81,000 active
UACC-62: UACC-62 melanoma | AID 1794756 | 5.4% of 81,000 active
SK-MEL-2: SK-MEL-2 melanoma | 4.7% of 77,000 active | AID 1794763
SK-MEL-5: SK-MEL-5 melanoma | 6.4% of 80,000 active
M14: M14 melanoma. 6.2% of 80,000 active
MDA-MB-435: MDA-MB-435 melanoma; 7.8% of 82,000 active
UACC-257: UACC-257 melanoma. AID 1794764. 4.4% of 78,000 active
MALME-3M: MALME-3M melanoma; 5.8% of 78,000 active
Starred values were filed as active, the others as inactive; . = not tested or not shown; & = joins results of further samples. Rule for the calls: active = growth percent below 10; inactive = the rest. An excerpt; count on the stated rates, not on these rows.

item	SMILES	M14	UACC-62	MDA-MB-435	SK-MEL-5
1	O=C(Nc1ccc([N+](=O)[O-])cc1)Nc1ccc([N+](=O)[O-])cc1	109.4	90.3	112.2	95.5
2	O=C1NC(=O)C(c2cnc3ccccn23)=C1c1cn2c3c(cc(F)cc13)CN(C(=O)N1CCCCC1)CC2	50.7	40.1	51.2	32.8
3	Cc1ccc(COc2ccc(NC(=O)c3ccc4nc(NS(=O)(=O)c5ccc6ccccc6c5)sc4c3)cc2)cc1	91.7	69.0	106.0	86.3
4	COC(=O)Nc1nc2ccc(C(=O)C3CC3)cc2[nH]1	7.2*	30.3	-63.7*	8.1*
5	COc1ccc(C2CC(c3ccc(N(C)C)cc3)=NN2c2ccc(S(=O)(=O)NC(=O)NCc3ccccc3)cc2)cc1 (stereo not given)	98.7	88.8	100.7	88.6
6	CC(/C=C/c1ccccc1)=N\OC(C)C(=O)NC(C)C (stereo not given)	102.1	110.5	106.4	99.7
7	CN(C)CCC[C@@]1(c2ccc(F)cc2)OCc2cc(C#N)ccc21	108.6	99.3	98.7	.
8	O=c1[nH]ccc2cc(OC3CCNCC3)ccc12	106.2	106.7	111.0	116.4

item	MALME-3M	SK-MEL-28	SK-MEL-2	UACC-257
1	121.4	98.4	100.3	95.6
2	64.6	76.8	.	67.1
3	83.1	94.0	95.9	96.2
4	63.2	49.0	27.9	27.5
5	126.0	89.0	98.3	105.1
6	94.2	109.3	.	108.8
7	96.3	101.6	117.3	94.0
8	108.0	111.4	.	88.1

The listing continues:
item	SMILES	M14	UACC-62	MDA-MB-435	SK-MEL-5
9	Cc1oncc1C(=O)Nc1ccc(C(F)(F)F)cc1	93.8	98.6	96.4	97.5
10	CN1C(=O)CC(C)(c2ccccc2)C1=O (stereo not given)	103.0	100.3	108.3	95.8
11	c1ccc(CNCCNCc2ccccc2)cc1	110.9	104.8	106.0	107.4
12	CN1CCN(c2cc3c(cc2F)c(=O)c(C(=O)O)cn3-c2ccc(F)cc2)CC1	93.0	90.2	103.0	95.5
13	CS(=O)(=O)N1CCc2c(-c3cnc(N)nc3)nc(N3CCOCC3)nc21	10.4	-41.1*	2.2*	-3.0*
14	C[C@H]1c2cccc(O)c2C(O)=C2C(=O)[C@]3(O)C(O)=C(C(N)=O)C(=O)[C@@H](N(C)C)[C@@H]3[C@@H](O)[C@@H]21	32.1	34.1	50.7	9.3*
15	Cc1cc(-c2cc(O)ccc2Cl)cc2nnc(Nc3ccc(OCCN4CCCC4)cc3)nc12	-51.8*	-77.7*	-73.3*	-84.9*
16	Cc1cc(O)c2c(c1)C(=O)c1cccc(O)c1C2=O	81.7	64.9	96.4	40.1

item	MALME-3M	SK-MEL-28	SK-MEL-2	UACC-257
9	84.9	91.9	.	107.6
10	102.6	106.7	105.0	103.8
11	108.7	108.1	102.2	116.9
12	96.3	105.1	.	105.0
13	-17.6*	-15.9*	.	-18.0*
14	27.8	65.4	56.1	57.7
15	-68.4*	-72.3*	.	-75.9*
16	109.1	88.4	92.9	93.8

13 compounds already listed, ordered by count of non-hydrogen atoms, rising:
item	SMILES	M14	UACC-62	MDA-MB-435	SK-MEL-5
10	CN1C(=O)CC(C)(c2ccccc2)C1=O (stereo not given)	103.0	100.3	108.3	95.8
8	O=c1[nH]ccc2cc(OC3CCNCC3)ccc12	106.2	106.7	111.0	116.4
4	COC(=O)Nc1nc2ccc(C(=O)C3CC3)cc2[nH]1	7.2*	30.3	-63.7*	8.1*
6	CC(/C=C/c1ccccc1)=N\OC(C)C(=O)NC(C)C (stereo not given)	102.1	110.5	106.4	99.7
1	O=C(Nc1ccc([N+](=O)[O-])cc1)Nc1ccc([N+](=O)[O-])cc1	109.4	90.3	112.2	95.5
7	CN(C)CCC[C@@]1(c2ccc(F)cc2)OCc2cc(C#N)ccc21	108.6	99.3	98.7	.
13	CS(=O)(=O)N1CCc2c(-c3cnc(N)nc3)nc(N3CCOCC3)nc21	10.4	-41.1*	2.2*	-3.0*
12	CN1CCN(c2cc3c(cc2F)c(=O)c(C(=O)O)cn3-c2ccc(F)cc2)CC1	93.0	90.2	103.0	95.5
14	C[C@H]1c2cccc(O)c2C(O)=C2C(=O)[C@]3(O)C(O)=C(C(N)=O)C(=O)[C@@H](N(C)C)[C@@H]3[C@@H](O)[C@@H]21	32.1	34.1	50.7	9.3*
15	Cc1cc(-c2cc(O)ccc2Cl)cc2nnc(Nc3ccc(OCCN4CCCC4)cc3)nc12	-51.8*	-77.7*	-73.3*	-84.9*

item	MALME-3M	SK-MEL-28	SK-MEL-2	UACC-257
10	102.6	106.7	105.0	103.8
8	108.0	111.4	.	88.1
4	63.2	49.0	27.9	27.5
6	94.2	109.3	.	108.8
1	121.4	98.4	100.3	95.6
7	96.3	101.6	117.3	94.0
13	-17.6*	-15.9*	.	-18.0*
12	96.3	105.1	.	105.0
14	27.8	65.4	56.1	57.7
15	-68.4*	-72.3*	.	-75.9*

item	SMILES	M14	UACC-62	MDA-MB-435	SK-MEL-5
2	O=C1NC(=O)C(c2cnc3ccccn23)=C1c1cn2c3c(cc(F)cc13)CN(C(=O)N1CCCCC1)CC2	50.7	40.1	51.2	32.8
3	Cc1ccc(COc2ccc(NC(=O)c3ccc4nc(NS(=O)(=O)c5ccc6ccccc6c5)sc4c3)cc2)cc1	91.7	69.0	106.0	86.3
5	COc1ccc(C2CC(c3ccc(N(C)C)cc3)=NN2c2ccc(S(=O)(=O)NC(=O)NCc3ccccc3)cc2)cc1 (stereo not given)	98.7	88.8	100.7	88.6

item	MALME-3M	SK-MEL-28	SK-MEL-2	UACC-257
2	64.6	76.8	.	67.1
3	83.1	94.0	95.9	96.2
5	126.0	89.0	98.3	105.1

Next part.
item	SMILES	M14	UACC-62	MDA-MB-435	SK-MEL-5
17	CCCCCCCCCCCCCCC/C=C\C(=O)O	96.8	105.0	103.8	103.8
18	COc1ccc(F)c(F)c1C(=O)c1cnc(NC2CCN(S(C)(=O)=O)CC2)nc1N	-23.6*	-44.5*	-33.3*	-42.1*
19	[2H]c1nc(Nc2ncc3cc(C(=O)N(C)C)n(C4CCCC4)c3n2)c([2H])c([2H])c1N1C([2H])([2H])C([2H])([2H])NC([2H])([2H])C1([2H])[2H]	70.7	64.6	68.9	72.3
20	Cc1nc(Nc2n[nH]c3c2CN(C(=O)N[C@H](CN(C)C)c2ccccc2)C3(C)C)c2sccc2n1	-54.8*	-87.0*	-66.2*	-84.9*
21	COC(=O)Nc1nc2ccc(S(=O)c3ccccc3)cc2[nH]1 (stereo not given)	44.5	52.4	-33.4*	42.5
22	COc1cc(C(=O)NCCCCCC(=O)O)cc(OC)c1OC	103.7	102.7	100.0	106.2
23	Cn1cc(C(=O)c2nc(-c3cn(C)c4ccccc34)no2)c2ccccc21	99.8	98.6	104.9	22.5
24	COc1ccc2c(c1)c(-c1nnc(N)nc1-c1cn(C)c3ccc(F)cc13)cn2C	84.9	59.3	97.2	85.5

item	MALME-3M	SK-MEL-28	SK-MEL-2	UACC-257
17	104.2	101.7	107.8	91.0
18	-28.3*	-35.3*	.	-28.0*
19	62.4	84.2	83.9	60.0
20	-71.4*	-33.7*	.	-54.6*
21	83.7	72.8	48.1	73.9
22	87.5	87.1	101.5	102.8
23	94.7	116.7	103.0	91.2
24	87.7	96.6	96.5	91.0

Next results follow.
item	SMILES	M14	UACC-62	MDA-MB-435	SK-MEL-5
25	Nc1cc(=O)[nH]c(N)n1	106.1	114.7	103.6	100.5
26	NC(=O)NC(=O)Cc1ccccc1	105.5	.	106.6	103.0
27	Nc1ccc(S(=O)(=O)NCc2ccccc2)cc1	101.1	94.8	107.7	101.7
28	CC(/C=C/c1ccc(Cl)cc1)=N\OCC(N)=O	90.0	83.9	83.4	52.9
29	OCC(O)CN1CCN(c2ccccc2)CC1 (stereo not given)	109.7	103.4	107.2	97.2
30	O=C(Nc1cccc(Br)c1)Nc1ccc2nc(NS(=O)(=O)c3ccc4ccccc4c3)sc2c1	103.8	90.0	102.9	93.6
31	CCCN(CCC)C(=O)C(CCC(=O)O)NC(=O)c1ccccc1 (stereo not given)	106.7	108.9	107.4	101.4
32	O=C(Nc1ccc(OCc2ccc(C(F)(F)F)cc2)cc1)c1ccc2nc(NS(=O)(=O)c3ccc4ccccc4c3)sc2c1	91.8	48.4	100.5	82.7

item	MALME-3M	SK-MEL-28	SK-MEL-2	UACC-257
25	102.3	107.9	111.0	97.5
26	.	114.8	108.0	110.6
27	92.7	114.6	86.5	96.4
28	79.4	101.3	.	69.0
29	117.4	106.8	116.6	104.3
30	97.6	97.7	100.8	99.7
31	95.5	111.3	107.7	109.7
32	81.9	103.3	91.6	93.9

Next section
item	SMILES	M14	UACC-62	MDA-MB-435	SK-MEL-5
33	Cn1cnc2c(F)c(Nc3ccc(Br)cc3F)c(C(=O)NOCCO)cc21	2.5*	-8.6*	32.5	45.5
34	O=C(O)/C=C\c1ccc(O)cc1	97.2	117.4	105.9	110.5
35	C#CC(=O)N(c1ccc(OC)cc1OC)C(C(=O)NCC(=O)OCC)c1cccs1 (stereo not given)	80.9	82.6	95.5	99.3
36	CCN(CC)S(=O)(=O)c1ccc(C(=O)O)cc1	98.0	96.7	117.6	102.6
37	Cc1ccc([C@@H]2C[C@@H]3Cc4ccc5ccccc5c4N2O3)o1	91.9	77.4	105.7	100.4
38	C#C[C@]1(OC(C)=O)CCC2C3CCC4=C/C(=N/O)CCC4C3CC[C@@]21CC (stereo not given in full)	90.0	85.7	40.0	65.7
39	COc1cc(N2CCC(N(C)C)CC2)ccc1Nc1ncc(Cl)c(Nc2ccccc2P(C)(C)=O)n1	10.3	16.0	23.5	16.5
40	CCCCOC(=O)c1ccc(N)cc1	80.4&99.1	55.6&90.9	79.8&94.2	95.2&90.0

item	MALME-3M	SK-MEL-28	SK-MEL-2	UACC-257
33	-2.3*	-3.4*	.	-25.8*
34	.	115.4	96.4	99.7
35	-61.8*	92.4	95.0	86.6
36	102.3	108.8	107.0	99.4
37	.	108.7	.	99.8
38	90.7	115.9	98.2	97.0
39	32.0	49.4	.	17.2
40	108.0&102.0	112.3&104.9	64.1&102.3	116.0&101.1

Screening data (PubChem BioAssay)
